# Abeta rescue: restores growth of yeast expressing A-beta42 peptide | 410,000 tested, 0.063% active | yeast expressing A-beta42, growth rescue, OD600, 48 h; response scale: 0% DMSO, 100% iron-clioquinol control | Potency, µM (doses to about 46.1 µM), for the others: at the top dose growth rescue, hits mostly activators; further: potency means the concentration at half of the fitted maximal effect; nearly all actives have a fitted effect of over 55% in size
#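 Growth rescue measured by 600 nm absorbance after 48 h yeast culture at 30 C with compound. Values normalized between DMSO and an equimolar ferric chloride plus clioquinol control.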
# FUS yeast rescue: FUS proteinopathy suppression in yeast | S. cerevisiae FUS-expressing, growth rescue, OD600, 24 h | Potency, µM (highest dose often 76.6 µM), for the others: at the highest dose growth rescue (activation), usual class: activators | 390,000 tested, 0.24% active | AID 1347120;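 further: potency means the concentration at half of the fitted maximal effect; plate controls were DMSO vehicle for no effect and reference control for full effect; nearly all actives have a fitted effect of over 55% in size; some results filed as inactive show a strong effect at the top dose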
#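 S. cerevisiae expressing FUS from galactose induction served as the toxicity model. Growth after 24hr at 30C, read as absorbance at 600 nm, indicates suppression of toxicity; compounds dosed at several concentrations.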
# EPAC1 ag: agonists of human EPAC1; O95398; EPAC1 agonist qHTS, biochemical assay; response scale: 100% = response to 6.5 mM cAMP; Potency, µM (highest dose often 154 µM), for inactives: at the highest dose activation, hits mostly activators; 360,000 tested, 0.073% active; AID 720707; further: potency means the concentration at half of the fitted maximal effect; nearly all actives have a fitted effect of over 60% in size
#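 Nucleotide exchange assay: 100 nM EPAC1 with 250 nM Rap1B loaded with BODIPY-GDP and 50 uM GDP, room temperature. Fluorescence (480/540 nm) read every 5 min for 30 min; signal change normalized to 6.5 mM cAMP as full agonist.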
# WRN helicase inh: WRN helicase (human) inhibition; WRN helicase unwinding, fluorescent forked duplex, kinetic; Potency, µM (titrated, usually from 114 µM), for the others: top-dose activity change, negative = inhibition, usual class: inhibitors; 360,000 tested, 0.46% active; AID 651768; further: potency means the concentration at half of the fitted maximal effect; on the % scale 0 is the no-effect control and ±100 the full control effect; nearly all actives have a fitted effect of over 55% in size
#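 Enzyme (20 nM final) and test compound sit together 15 min at room temperature before substrate addition. Substrate is a single-forked duplex oligonucleotide (100 nM) labelled with fluorophore and quencher, with 2 mM ATP; helicase unwinding raises red fluorescence, read kinetically.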
# PLK1 PBD block: blocks phosphopeptide binding to human PLK1 polo-box domain | P53350 | 360,000 tested, 2.8% active | Potency, µM, without a hit: max response, negative = inhibition, most hits filed as inhibitors | Plk1 PBD binding of FITC phosphopeptide, fluorescence polarization; further: potency means the concentration at half of the fitted maximal effect; series mostly up to about 57 µM; on the % scale 0 is the no-effect control and ±100 the full control effect; nearly all actives have a fitted effect of over 65% in size
# Target sequence (P53350 whole entry, looked up, the tested form may be a part): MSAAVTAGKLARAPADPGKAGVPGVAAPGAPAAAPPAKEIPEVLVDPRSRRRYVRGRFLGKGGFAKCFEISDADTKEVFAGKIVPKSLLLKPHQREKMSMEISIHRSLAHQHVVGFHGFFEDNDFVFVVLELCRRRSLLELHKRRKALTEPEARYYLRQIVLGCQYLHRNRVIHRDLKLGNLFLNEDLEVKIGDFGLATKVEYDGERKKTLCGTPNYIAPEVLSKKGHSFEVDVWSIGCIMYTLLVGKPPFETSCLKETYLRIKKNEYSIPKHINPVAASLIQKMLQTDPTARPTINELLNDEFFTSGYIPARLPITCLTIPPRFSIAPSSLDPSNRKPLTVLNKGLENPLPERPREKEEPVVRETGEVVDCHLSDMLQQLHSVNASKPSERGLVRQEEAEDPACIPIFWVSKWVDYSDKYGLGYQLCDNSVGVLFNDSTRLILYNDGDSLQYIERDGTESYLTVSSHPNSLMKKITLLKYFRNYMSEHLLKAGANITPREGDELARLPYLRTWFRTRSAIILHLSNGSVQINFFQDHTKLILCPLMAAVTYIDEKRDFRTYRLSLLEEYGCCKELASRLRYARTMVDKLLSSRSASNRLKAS
# EPAC1 antag: antagonists of human EPAC1; O95398; EPAC1 GEF assay, Rap1b-BODIPY-GDP exchange fluorescence; Potency, µM (top dose mostly 115 µM), for inactives: at the highest dose activity change, negative = inhibition, actives largely listed as inhibitors; 360,000 tested, 0.14% active; AID 720709;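 further: potency means the concentration at half of the fitted maximal effect; plate controls were vehicle for no effect and positive control for full effect; nearly all actives have a fitted effect of over 50% in size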
# PI5P4Ka inh: PI5P4K alpha (human) kinase inhibition; P48426; PI5P4Kalpha enzyme, ADP-Glo luminescence, 60 min; stronger effect = lower value; max response, %; 330,000 tested, 1.2% active; active means max response of -50% or lower; inconclusive means between -30% and -50%; inactive means -30% or higher; further: value at the top dose of about 77 µM; on the % scale 0 is the no-effect control and ±100 the full control effect
# Target sequence (P48426 whole entry, looked up): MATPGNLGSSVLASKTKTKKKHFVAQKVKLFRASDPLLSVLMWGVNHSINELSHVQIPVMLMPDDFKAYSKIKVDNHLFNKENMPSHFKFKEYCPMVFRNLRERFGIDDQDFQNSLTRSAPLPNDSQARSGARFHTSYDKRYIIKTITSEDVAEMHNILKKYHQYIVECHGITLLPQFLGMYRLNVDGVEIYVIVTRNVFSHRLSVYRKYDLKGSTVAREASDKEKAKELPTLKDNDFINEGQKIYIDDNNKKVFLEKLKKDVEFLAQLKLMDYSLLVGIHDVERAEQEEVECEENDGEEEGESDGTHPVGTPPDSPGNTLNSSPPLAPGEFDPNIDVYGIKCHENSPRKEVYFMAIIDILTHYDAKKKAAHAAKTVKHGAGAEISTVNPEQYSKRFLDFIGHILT
#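 PI5P4Kalpha ADP-Glo assay; 5 microM ATP final; 60 min RT reaction; HEPES pH 7.4/EGTA/CHAPS, 5% DMSO; controls lacking substrate or enzyme; luminescent end-point.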
# IL2 activator: activators of IL-2 | IL-2 activation reporter assay, cell-based qHTS; stimulated with anti-CD3/CD4/CD28 beads; in transgenic mouse T cells | activation, % (series mostly up to about 46 µM) | 360,000 tested, 0.065% active; in the data active means activation above about 50%; inconclusive means mostly about 30% to 49%; further: 0% is about no effect
#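 Readout: EGFP and DsRed signals by fluorescent plate cytometry. Unstimulated transgenic mouse T cells received compound 60 min before antibody-bead stimulation, then incubated 18 h at 37 degrees C.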
# The depositor's hits bear a star; ? = inconclusive; . = not tested or not shown; [ ] = remark or other dose. Unless noted, the call rests on the fitted dose curve; in most records, active means well fitted curve in the direction sought with a large enough effect; inconclusive means small, poorly fitted or top-dose-only effect, or another doubt; inactive means no such curve, though single readings can be large; an effect the other way counts as inactive or inconclusive.
# Each structure is followed by: Abeta rescue | FUS yeast rescue | EPAC1 ag | WRN helicase inh | PLK1 PBD block | EPAC1 antag | PI5P4Ka inh | IL2 activator
Cc1cc(-c2ccc(C)c(S(=O)(=O)NCCCN(Cc3ccccc3)C(C)C)c2)on1
  . | 0% | 13% | -2% | -12% | -14% | 0 | -0.1
CC(C)(C)OC(=O)N1CCC(C(=O)Nc2cccc(C(=O)N3CCCCC3)c2)CC1
  -7% | 10% | -3% | -1% | -3% | 7% | -5 | 0.3
COc1cc2nc(CN3CCN(S(=O)(=O)c4ccc(Br)cc4)CC3)[nH]c(=O)c2cc1OC
  20% | 29% | 10% | -1% | 5% | -4% | -9 | 0.4
CCOC(=O)c1nnn(-c2nonc2N)c1CNc1ccc(C)c(Br)c1
  ? | 14% | 6% | -14% | 4% | -5% | 27 | -0.7
COc1ccccc1NC(=O)C[n+]1ccccc1
  13% | -9% | 11% | -4% | -3% | 10% | 3 | -0.7
CCCc1nnc(NC(=O)CCC(=O)N2CCC(C)CC2)s1
  2% | 10% | -19% | 9% | 6% | 4% | 0 | -1.4
O=C(NCc1ccccc1Cl)c1cnn2cccnc12
  6%[9.22 µM] | -42% | 6% | -23% | -1% | 6% | -2 | 8.3
CCOc1ccc(Cl)cc1CNc1nnnn1C
  -12% | -17% | -7% | 8% | -29% | -5% | -9 | -0.2
CC(=O)c1ccc(N2CCN(c3ccc(C(N)=O)cc3[N+](=O)[O-])CC2)cc1
  -3% | -35% | 1% | -8% | -4% | -6% | 0 | -3.0
Cc1ccc(C(=O)Nc2ccon2)cc1S(=O)(=O)N1CCOCC1
  10% | 17% | -4% | 2% | -1% | 5% | . | 4.0
CC(=O)c1cccc(NC(=O)CN(C)S(=O)(=O)c2ccccc2)c1
  3% | -2% | 12% | -1% | -15% | -5% | -4 | 1.1
O=C(Nc1cccnc1)c1cccnc1
  2% | 17% | 0% | -9% | -10% | 2% | . | -0.7
N#CC(C#N)=Cc1cc2ccccc2nc1N1CCOCC1
  9% | -2% | 0% | -13% | -1% | -12% | -9 | -0.7
O=C(CSc1ccc2nc(-c3ccccc3)cn2n1)NCC1CCCO1 (stereo not drawn)
  -2% | 6% | 19% | 10% | -14% | -15% | -9 | -1.4
COCC1CCCN(Cc2cn(-c3ccccc3)nc2-c2ccc3c(c2)OCO3)C1 (stereo not drawn)
  -3% | 16% | 3% | 9% | -10% | -12% | 0 | -2.5
CCCCCN(C(=O)CCC(=O)OCC(=O)c1ccc(C(C)CC)cc1)c1c(N)n(CCCC)c(=O)[nH]c1=O (stereo not drawn)
  -3% | 16% | -17% | -8% | -3% | ? | 1 | -4.0
COc1ccccc1CC(=O)NC(=O)c1ccccc1O
  -28% | 15% | 0% | -7% | -2% | ? | -9 | -3.1
CC12CCC(C(=O)N3CCN(c4ncccn4)CC3)(c3nc4ccccc4nc31)C2(C)C (stereo not drawn)
  -17% | 8% | 3% | 6% | -10% | 5% | 1 | 1.0
O=C(c1ccccc1)N1CCN(CC(O)COc2cccc3ccccc23)CC1 (stereo not drawn)
  -6% | -2% | -7% | 5% | -1% | -7% | 5 | -0.4
Cc1ccc(S(=O)(=O)NCCSc2nncn2C)cc1
  -3% | 1% | 0% | -13% | 0% | 15% | -2 | 0.5
O=C(COc1ccc(F)cc1Cl)Nc1ccccc1C(=O)N1CCCCC1
  -36%[inhibitor] | 5% | 7% | 4% | -4% | 14% | 1 | -2.2
CN1CCN(C(=S)Nc2cccc(S(=O)(=O)N(C)C)c2)CC1
  -23% | 6% | 10% | 0% | ? | 3% | -22 | 2.5
CCn1c(SCC(=O)N/N=C/C=C/c2ccccc2[N+](=O)[O-])nnc1-c1ccccc1
  0% | . | -2% | -15% | 24µM* | -9% | -11 | -0.1
Cc1cc(C)c(C)c(C(=O)C2OC(=O)C(C)(C)C(=O)C2(C)C)c1C (stereo not drawn)
  27% | . | 8% | -27% | -10% | -17% | 3 | -0.3
CCN(C(=O)COC(=O)c1cn(-c2ccccc2)nc1-c1ccccc1)C1CCS(=O)(=O)C1 (stereo not drawn)
  9% | ? | 9% | -21% | -12% | 2% | -3 | -3.3
COCCCNC(=O)/C=C1\Sc2ccccc2N(Cc2ccccc2F)C1=O
  -5% | 14% | -11% | -5% | -15% | -18% | -7 | -1.8
Oc1ccccc1N1CCN(c2ncnc3sc(-c4ccccc4)cc23)CC1
  6% | 13% | 4% | -6% | 15µM* | -5% | ? | -3.2
Cc1ccc(/C=c2\sc3n(c2=O)CN(c2cccc(Br)c2)CN=3)o1
  -5% | 18% | 0% | -2% | -13% | 0% | 5 | -0.7
O=C(O)CC1(CC(=O)N2CCN(CCO)CC2)CCCC1
  -9% | 20% | 11% | -4% | -8% | 22% | -10 | 11
Cc1ccc(C)c(S(=O)(=O)N2CCCOC2CNC(=O)C(=O)NCCCn2ccnc2)c1 (stereo not drawn)
  14% | . | 2% | 5% | -5% | -6% | -5 | -0.3
CCCC(=O)NCc1ccccc1Cl
  0% | -6% | 2% | -1% | 1% | -10% | 2 | -1.3
CCCCn1c(N)c(N(CCC(C)C)C(=O)C2CC(=O)N(c3ccc4c(c3)OCCO4)C2)c(=O)[nH]c1=O (stereo not drawn)
  -14% | ? | -5% | -3% | 12µM* | -26% | 6 | -0.7
CCOc1ccc(OCC)c(NC(=O)C2CCN(S(=O)(=O)c3cccc4nonc34)CC2)c1
  -2% | -4% | 19% | 1% | -12% | 3% | 2 | -0.9
CC(C)(C)NC(=O)COc1ccc(CNCCc2ccccc2)cc1
  6% | 9% | -2% | -3% | 3% | -1% | 1 | -1.7
CC(=O)NC(C)Cc1cn(Cc2ccccc2)c2ccccc12 (stereo not drawn)
  3% | -4% | 4% | -9% | -5% | -6% | -5 | -2.5
CC(=O)NCC(=O)OCC(=O)c1ccc(Cl)cc1
  12% | -28% | 4% | 6% | -8% | 3% | 5 | -1.2
Cc1cccc(OCc2n[nH]c(=S)n2-c2ccccc2)c1
  ? | -3% | 1% | 2% | -26% | -23% | -2 | -3.8
CN=C1N(C)C[C@@H]2[C@@H]3C(=O)N(C)C(=O)[C@@H]3[C@](Cc3ccccc3)(C(=O)OC)N12
  -9% | -16% | 6% | 2% | -1% | 5% | 3 | -0.5
COc1cccc(NC(=S)N(Cc2ccc(C)cc2)Cc2ccccn2)c1
  -4% | 11% | 5% | -6% | -16% | -15% | -4 | -3.7
COc1ccc(NC(=O)C2Cc3c(-c4cccc(F)c4)ccnc3O2)cc1OC (stereo not drawn)
  7% | 28% | -1% | -8% | 0% | -6% | -29 | 0.0
CC1=NC(C#N)=C(C#N)NC(C)(C)C1
  -1% | 23% | -3% | -7% | -5% | -6% | -8 | -1.4
O=C(CCCSc1nnc(SCCCC(=O)c2ccc(F)cc2)s1)c1ccc(F)cc1
  -11% | 0% | -1% | -18% | 0% | 11% | . | 3.0
Cc1ccc(CCN2CC(C(=O)NCc3cccnc3)CC2=O)cc1 (stereo not drawn)
  -12% | -18% | 1% | 5% | -12% | -4% | 1 | -1.3
OCCCc1nc2n(n1)C(c1ccccc1)C=C(c1ccccc1)N2 (stereo not drawn)
  2% | 13% | -14% | 0% | -21% | 1% | -5 | -2.0
CCc1[nH]nc2c1C(c1ccncc1)C(C#N)=C(N)O2 (stereo not drawn)
  -14% | -8% | -3% | -16% | -25% | 21% | . | -1.7
Cc1cc(F)ccc1-c1cc(C(=O)NCc2ccccc2)[nH]n1
  -11% | -15% | -6% | -8% | 2% | -14% | 1 | 0.0
COc1cccc(C2c3c(oc4ccc(Cl)cc4c3=O)C(=O)N2c2cc(C)on2)c1OC (stereo not drawn)
  -17% | 25% | 7% | -5% | -13% | -4% | . | 1.7
CC(=O)Nc1ccc(-c2csc(NC(=O)C3CC(=O)N(c4ccc5c(c4)OCCO5)C3)n2)cc1 (stereo not drawn)
  14% | ? | -9% | -2% | -4% | -23% | 1 | 0.8
O=C(CSc1nnc(NC(=O)c2ccco2)s1)Nc1ccccc1
  -6% | -27% | -13% | 7% | -3% | 2% | -21 | 0.7
C[C@@H]1CN([C@@H](C)CO)C(=O)c2cc(Br)cnc2O[C@H]1CN(C)S(=O)(=O)c1cccs1
  4% | 0% | 2% | -4% | 5% | 5% | 2 | 0.6
Cc1cccc(NCc2ccc(Br)cc2)n1
  -7% | 11% | 4% | -1% | -5% | 7% | 0 | 0.1
Cn1cccc1C(=O)OCC(=O)NCCc1ccccc1
  -6% | 12% | 7% | -3% | -2% | -18% | -6 | -0.1
CCCCCCSc1ccc([C@@H]2[C@H]3C(=O)N(C)C(=O)[C@H]3[C@]3(C(=O)OC)CCCCN23)cc1OC
  8% | 44% | -23% | -15% | 4% | -11% | -2 | -0.8
Cc1ccc(NC2c3ncccc3C(=O)N2C2CCCCC2)cc1C (stereo not drawn)
  -19% | 54% | -33%[inhibitor] | -15% | -12% | -2% | . | -2.4
COc1ccc(C(=O)NCC(=O)OCC(=O)Nc2ncc(Cl)cc2Cl)cc1[N+](=O)[O-]
  8% | 9% | 5% | -9%[11.6 µM] | -15% | -5% | -22 | 0.1
Cc1cc(C)n2nc(/C(C#N)=C/c3ccccc3)c(C#N)c2n1
  -19% | . | -5% | 6% | -8% | -11% | -2 | -0.5
OCCNc1cc(-n2nc(-c3ccccc3)cc2-c2ccccc2)ncn1
  7% | 25% | -4% | -1% | 2% | 8% | 0 | -0.8
COc1ccc(NC(C)=O)cc1S(=O)(=O)NCc1ccc2c(c1)OCO2
  -6% | -34% | 6% | -6% | -11% | -21% | 0 | 0.9
Cc1cc(C(=O)COC(=O)C2=COCCO2)c(C)n1-c1ccc2c(c1)OCO2
  -13% | 38% | 6% | 5% | -19% | -2% | -16 | -4.2
O=C(N/N=C/c1ccncc1)c1cnccn1
  -12% | -10% | 2% | 2% | 2% | 7% | 3 | -0.8
CCOC(=O)c1ccc(NC(=S)Nc2ccc(Br)cc2N)cc1
  -1% | -33% | -2% | 4% | ? | -3% | -8 | -0.1
CS(=O)(=O)N1CCC(C(=O)Nc2c(F)cccc2F)CC1
  13% | 11% | 9% | 3% | ? | 22% | 0 | -1.7
Cc1ccc(C)n1CCN1CCN(C(=O)CC#N)CC1
  -16% | 33% | 5% | -6% | -5% | 1% | -3 | 1.1

# A section taken from the entries so far, as a working copy:
# Each structure is followed by: Abeta rescue | FUS yeast rescue | EPAC1 ag | WRN helicase inh | PLK1 PBD block | EPAC1 antag | PI5P4Ka inh | IL2 activator
CCCC(=O)NCc1ccccc1Cl
  0% | -6% | 2% | -1% | 1% | -10% | 2 | -1.3
CCCCn1c(N)c(N(CCC(C)C)C(=O)C2CC(=O)N(c3ccc4c(c3)OCCO4)C2)c(=O)[nH]c1=O (stereo not drawn)
  -14% | ? | -5% | -3% | 12µM* | -26% | 6 | -0.7

# High-throughput results (PubChem)
